Compound activity: PubChem BioAssay, National Center for Advancing Translational Sciences (NCATS)
MCF10A rerep – A quantitative high throughput screen for small molecules that induce DNA re-replication in MCF 10a normal breast cells | MCF 10A DNA re-replication, Hoechst nuclear intensity, 48 h | Potency, µM (doses to about 46.1 µM), without a hit: at the top dose activity, positive = re-replication, most hits filed as activators | hit rate 2.9% among 350,000; note: potency is the fitted concentration of half-maximal effect; % of control where 0% means no effect; nearly all actives have a fitted effect of over 50% in size
IL1B secr inh – qHTS for Inhibitors of Inflammasome Signaling: IL-1-beta AlphaLISA Primary Screen. THP-1 LPS/ATP IL-1B secretion, AlphaLISA, 16 h; hits give low values. activity change, % at 57.5 µM. hit rate 4.7% among 360,000. AID 743279, 2014; in the data active = activity change below about -50%; inconclusive = mostly about -30% to -49%; note: % is set by controls: 0 for no effect and ±100 for the full control effect
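Secreted IL-1B measured by AlphaLISA bead assay after 16 h compound exposure of THP-1 cells; compounds (final up to 57.5 uM) added 1 h before LPS (250 ng/mL) and ATP (1.25 mM) stimulation; lower signal means less secretion.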
SW480 rerep – A quantitative high throughput screen for small molecules that induce DNA re-replication in SW480 colon adenocarcinoma cells; SW480 DNA re-replication, Hoechst DNA content imaging, 48 h; Potency, µM (highest dose often 46.1 µM), for the others: at the highest dose re-replication activation, hits mostly activators; hit rate 1.8% among 340,000; note: potency is the fitted concentration of half-maximal effect; % of control where 0% means no effect; nearly all actives have a fitted effect of over 55% in size
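DNA re-replication was detected as more nuclei of elevated Hoechst intensity after 48 hr exposure to compound (23 nL pinned per well of 250 cells).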
ATXN2 expr inh – Primary qHTS for Inhibitors of ATXN expression. HEK-293 ATXN2-luciferase reporter, luminescence, 24 h. Potency, µM (titrated, usually from 57 µM), inactives show at the highest dose activity change, negative = inhibition, hits mostly inhibitors. hit rate 0.72% among 360,000; note: potency is the fitted concentration of half-maximal effect; % is set by controls: 0 for no effect and ±100 for the full control effect; nearly all actives have a fitted effect of over 55% in size
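qHTS (up to 57 uM final) was run with 24 h compound exposure of reporter cells at 37 °C. Each well was multiplexed: SteadyGlo luminescence measured ATXN2-luciferase expression after a fluorogenic Gly-Phe-AFC viability readout (25 uM final).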
HT1080-NT tox – qHTS for induction of synthetic lethality in tumor cells producing 2HG: qHTS for the HT-1080-NT fibrosarcoma cell line; HT-1080-NT fibrosarcoma viability, CellTiter-Glo ATP luminescence, 48 h; Potency, µM (highest dose often 46.1 µM), inactives show at the top dose activity, negative = less viability, hits mostly cytotoxic; hit rate 1.6% among 360,000;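 note: NT is the 2HG producing partner of a matched IDH1 knockdown line; potency is the fitted concentration of half-maximal effect; 0% = DMSO-treated cells and -100% = media-only wells without cells; nearly all actives have a fitted effect of over 55% in size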
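750 cells/well, RPMI + 5% FBS; 2 h settle, compound pin-transfer, 48 h at 37 degrees C. CellTiter-Glo 10 min RT, luminescence. Normalized to DMSO and media-only wells.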
HT1080 IDH1KD tx – qHTS for induction of synthetic lethality in tumor cells producing 2HG: qHTS for the HT-1080-IDH1KD cell line; HT-1080 IDH1 knockdown viability, ATP luminescence, 48 h; Potency, µM (top dose mostly 46.1 µM), without a hit: at the highest dose activity, negative = toxicity, hits mostly cytotoxic; hit rate 2% among 360,000; AID 686971, 2013;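 note: potency is the fitted concentration of half-maximal effect; 0% = DMSO wells and -100% = cell-free medium wells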
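HT-1080-IDH1KD cells (IDH1 knocked down), 750/well in RPMI with 5% FBS, treated with compound 48 h at 37 degrees C. Viability by CellTiter-Glo luminescence, normalised to DMSO and no-cell wells; concentration-response curves classed.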
KB-V1 cytotox – qHTS assay for MDR1-selective chemotherapeutics: Primary screen using the drug-selected MDR subline cells KB-V1 | KB-V1 MDR cells viability, CellTiter-Glo, 72 h | Potency, µM (titrated, usually from 46.1 µM), for the others: top-dose activity change, negative = cytotoxicity, usual class: cytotoxic | hit rate 3.4% among 400,000; note: potency is the fitted concentration of half-maximal effect; % is set by controls: 0 for no effect and ±100 for the full control effect; nearly all actives have a fitted effect of over 60% in size
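Luminescent ATP read-out (CellTiter-Glo, 10 min) measures survival of drug-selected KB-V1 MDR cells after 72 h, 37 degrees C compound exposure. Medium: phenol-red-free DMEM, 10% FBS. Values from fitted concentration-response curves.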
WRN helicase inh – qHTS for Inhibitors of WRN Helicase | Bifunctional 3'-5' exonuclease/ATP-dependent helicase WRN (Homo sapiens), Q14191 | hit rate 0.46% among 360,000 | AID 651768, 2012 | WRN helicase unwinding, fluorescent forked duplex, kinetic | Potency, µM (top dose mostly 114 µM), for the others: at the top dose activity change, negative = inhibition, usual class: inhibitors; note: potency is the fitted concentration of half-maximal effect; % is set by controls: 0 for no effect and ±100 for the full control effect; nearly all actives have a fitted effect of over 55% in size
Target sequence (Q14191 whole entry, looked up): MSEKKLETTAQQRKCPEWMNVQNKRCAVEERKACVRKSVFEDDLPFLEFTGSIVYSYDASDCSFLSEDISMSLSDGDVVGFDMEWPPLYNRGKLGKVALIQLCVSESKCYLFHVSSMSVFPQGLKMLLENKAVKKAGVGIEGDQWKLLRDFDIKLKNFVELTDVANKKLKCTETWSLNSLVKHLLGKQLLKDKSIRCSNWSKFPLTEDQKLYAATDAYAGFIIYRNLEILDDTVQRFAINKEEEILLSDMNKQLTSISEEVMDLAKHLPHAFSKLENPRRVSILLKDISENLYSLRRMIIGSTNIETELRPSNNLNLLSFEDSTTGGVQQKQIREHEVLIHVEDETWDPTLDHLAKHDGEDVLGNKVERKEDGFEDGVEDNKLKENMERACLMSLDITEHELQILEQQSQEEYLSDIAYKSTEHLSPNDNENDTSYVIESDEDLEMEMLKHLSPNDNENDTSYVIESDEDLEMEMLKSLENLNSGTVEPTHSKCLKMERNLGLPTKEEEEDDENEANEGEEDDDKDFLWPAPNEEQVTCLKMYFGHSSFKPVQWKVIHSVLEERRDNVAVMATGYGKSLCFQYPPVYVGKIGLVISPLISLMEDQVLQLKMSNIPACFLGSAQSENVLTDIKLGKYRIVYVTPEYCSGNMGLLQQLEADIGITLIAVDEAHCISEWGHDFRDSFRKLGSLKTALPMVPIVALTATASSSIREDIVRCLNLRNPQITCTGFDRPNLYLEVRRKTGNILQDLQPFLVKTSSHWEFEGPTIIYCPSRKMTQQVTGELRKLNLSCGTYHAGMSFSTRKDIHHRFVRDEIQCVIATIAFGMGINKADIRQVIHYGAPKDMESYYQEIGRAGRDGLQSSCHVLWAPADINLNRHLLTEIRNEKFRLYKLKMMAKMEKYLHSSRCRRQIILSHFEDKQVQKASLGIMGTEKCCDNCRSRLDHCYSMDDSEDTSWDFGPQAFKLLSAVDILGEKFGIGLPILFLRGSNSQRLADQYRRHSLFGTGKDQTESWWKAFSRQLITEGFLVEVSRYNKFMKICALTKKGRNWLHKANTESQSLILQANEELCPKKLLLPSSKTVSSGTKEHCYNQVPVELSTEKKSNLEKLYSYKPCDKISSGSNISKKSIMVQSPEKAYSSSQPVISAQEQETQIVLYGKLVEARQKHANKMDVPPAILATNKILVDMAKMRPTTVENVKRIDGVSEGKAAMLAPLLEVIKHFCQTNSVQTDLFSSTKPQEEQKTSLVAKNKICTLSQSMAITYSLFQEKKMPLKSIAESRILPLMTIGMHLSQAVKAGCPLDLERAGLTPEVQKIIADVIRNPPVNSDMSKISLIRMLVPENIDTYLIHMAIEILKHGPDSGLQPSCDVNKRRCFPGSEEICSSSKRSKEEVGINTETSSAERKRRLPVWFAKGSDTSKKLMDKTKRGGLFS
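Kinetic fluorescence helicase assay: unwinding of a quenched forked DNA duplex (100 nM final) with 2 mM ATP final raises red fluorescence (525/598 nm). Compounds sat 15 min at room temperature with 20 nM WRN beforehand.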
KB-3-1 cytotox – qHTS assay for MDR1-selective chemotherapeutics: Primary screen using the parental adenocarcinoma cell KB-3-1. KB-3-1 viability, CellTiter-Glo ATP luminescence, 72 h. hit rate 1.4% among 400,000. Potency, µM (series often up to 46.1 µM), for inactives: at the highest dose activity change, negative = cytotoxic, hits mostly cytotoxic; note: potency is the fitted concentration of half-maximal effect; % is set by controls: 0 for no effect and ±100 for the full control effect; nearly all actives have a fitted effect of over 60% in size
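KB-3-1 parental drug-naive adenocarcinoma cells in DMEM/10% FBS, incubated 72 h at 37 C with pin-transferred compounds across a concentration series. Viability by CellTiter-Glo luminescence; concentration-response curves fitted after normalization.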
* marks the source's active call; other numbers are inactive results; i = inactive; ? = inconclusive; . = not tested or not shown; [ ] = remark or other dose. Unless noted, calls come from the whole dose curve; as a rule, active = well fitted curve in the direction sought with a large enough effect; inconclusive = small, poorly fitted or top-dose-only effect, or another doubt; inactive = no such curve, though single readings can be large; an effect the other way counts as inactive or inconclusive. Outcome played no part in choosing rows. About 12% of those tested had a hit in this group.

SMILES | MCF10A rerep | IL1B secr inh | SW480 rerep | ATXN2 expr inh | HT1080-NT tox | HT1080 IDH1KD tx | KB-V1 cytotox | WRN helicase inh | KB-3-1 cytotox
COc1cccc(CNc2ncc(C(=O)Nc3cc(OC)c(OC)c(OC)c3)c(C)n2)c1 | ? | 26 | ? | 4% | ? | ? | 19% | -5% | 8.2µM*
CC(C)(C)c1nc(SCC(=O)N2CCCC2)c2ccccc2n1 | -9% | -18 | -7% | -2% | 1% | -1% | -23% | 12% | -1%
C[C@@H](C(=O)N=c1sc2ccccc2n1C)N1C(=O)C2CC=CCC2C1=O (stereo partly specified) | -2% | 11 | 13% | 0% | -2% | -18% | -1% | 0% | -5%
Cn1c2ccccc2c2cc(C(=O)NNC(=O)CCl)sc21 | 21µM* | -133* | ? | ? | ? | 21µM* | ? | 6% | ?
CCOC(=O)Cc1csc(/C(=N/O)C(N)=O)n1 | -6% | -14 | 17% | 0% | -11% | 0% | 29% | -1% | -2%
C/C(=N\NC(=O)c1cc(C)nc2ccccc12)c1cccc(Cl)c1 | -3% | -21 | 1% | -11% | -16% | -22% | -12% | 6% | -11%
CN(C(=O)C1CCCN(c2ncnc3c2nc2n3CCCCC2)C1)c1cccc(Cl)c1 (stereo unspecified) | 1% | -5 | -18% | -33% | ? | ? | ? | 7% | ?
CSCCCN1CCCC(CO)(Cc2ccccc2F)C1 (stereo unspecified) | 19% | 2 | 8% | . | 2% | 0% | -13% | -7% | 0%
O=C(CN1CCN(S(=O)(=O)c2ccccc2)CC1)NC(=O)NCc1ccco1 | 8% | 13 | -1% | 1% | -2% | -7% | 3% | -16% | 10%
Cc1cc(=O)[nH]c(SCC(=O)Nc2ccc(S(=O)(=O)N3CCCCC3)cc2)n1 | 10% | 21 | -9% | . | -2% | 1% | 18% | -10% | -3%
O=C(c1cccnc1)N(c1cc2sc(=O)oc2c2ccccc12)S(=O)(=O)c1ccccc1 | 12% | 6 | -4% | ? | 4% | 2% | 7% | 20µM* | -2%
O=C(CSC1=NCCS1)N1CCN(c2ccc(Cl)cc2)CC1 | ? | -77* | -6% | -2% | -25% | ? | ? | 5% | ?
CCCCNC(=O)COC(=O)c1ccc(SC)cc1OC | -1% | 8 | -12% | 4% | -1% | 9% | -3% | 2% | 4%
O=C(COC(=O)Cc1cccc(C(F)(F)F)c1)NC1CC1 | -3% | 18 | 0% | 6% | 14% | 16% | 7% | 3% | 14%
CCCC1NC(C(=O)O)Cc2c1[nH]c1ccccc21 (stereo unspecified) | 2% | 11 | -2% | 0% | 12% | 18% | 16% | -18% | 5%

Shown as a hit in WRN helicase inh, of those listed so far:
mol | IL1B secr inh | SW480 rerep | WRN helicase inh
O=C(c1cccnc1)N(c1cc2sc(=O)oc2c2ccccc12)S(=O)(=O)c1ccccc1 | 6 | -4% | 20µM*

More records
SMILES | MCF10A rerep | IL1B secr inh | SW480 rerep | ATXN2 expr inh | HT1080-NT tox | HT1080 IDH1KD tx | KB-V1 cytotox | WRN helicase inh | KB-3-1 cytotox
CC1CCCCC1NC(=O)C1CC=CCC1C(=O)O (stereo unspecified) | 0% | i | -1% | -19% | -3% | 0% | 1% | 5% | -8%
CCOC(=O)N1CCC(NC(=O)CNS(=O)(=O)c2ccc(Br)s2)CC1 | 19% | 0 | 19% | -11% | ? | ? | ? | 0% | ?
CC1CCN(CC(=O)Nc2ccc(N3CCCCCC3)cc2)CC1 | ? | -7 | ? | -10% | -4% | -5% | -11% | 11% | -2%
O=C(NCc1cccnc1)Nc1cccc([N+](=O)[O-])c1 | -1% | 0 | 6% | -8% | -3% | -2% | -2% | 3% | 4%
Cc1ccsc1C(=O)OCC(=O)NC1CCCCC1 | . | 18 | . | . | 11% | 16% | 4% | -4% | 8%
O=C(Nc1cccc(OC(F)(F)F)c1)C1Cc2c(-c3ccc(Cl)cc3)ccnc2O1 (stereo unspecified) | . | -25 | . | -8% | ? | ? | -34% | -12% | -56%
CCn1ncc(/C=N/NC(=O)c2ccc3c(c2)OCO3)c1C | ? | 52 | ? | -1% | ? | ? | ? | 0% | 0%
COc1ccccc1C(=O)NCCC(=O)NC1CCC(C)CC1 (stereo unspecified) | 0% | -15 | -2% | . | 0% | 9% | 0% | 8% | 1%
COc1ccc(C(CC(=O)O)NS(=O)(=O)c2ccc3c(c2)NC(=O)CO3)cc1 (stereo unspecified) | 1% | 10 | -18% | 0% | -2% | 0% | ? | -5% | 18%
Cn1c(CCN2CCCC2)nc2cc(NS(=O)(=O)c3ccccc3)ccc21 | ? | -9 | 2% | 23% | -11% | ? | -8% | -12% | ?
C[C@H]1CN([C@@H](C)CO)C(=O)c2cc(NC(=O)C3CCCCC3)ccc2O[C@H]1CN(C)C(=O)Nc1ccc2c(c1)OCO2 | 0% | -27 | -9% | -4% | -2% | -9% | 1% | 5% | 1%
CCOC(=O)N1CCC(N2C(=O)c3ccc(C(=O)NCc4ccc(F)cc4)cc3C2=O)CC1 | 0% | 41 | -8% | -1% | 2% | 6% | 12% | 0% | 13%
O=C(NCc1ccccc1)NC(=O)c1ccc(Cl)cc1 | -2% | 20 | 28% | -4% | -8% | 0% | -9% | 9% | -20%
CCOc1ccc(Oc2ccccc2NC(=O)C2=COCCO2)cc1 | ? | -2 | ? | 9% | 0% | 1% | ? | 1% | -10%
CC(=O)Nc1ccc(Nc2nccc(C)n2)cc1 | . | 0 | . | 12% | ? | 19% | 0% | 2% | 0%
Cc1cc(N2C(=O)CC(C(C)c3ccccc3)C2=O)no1 (stereo unspecified) | -24% | 0 | -1% | -2% | ? | 14% | -2% | -11%[57.1 µM] | 8%
COC(=O)c1cc(S(=O)(=O)N(Cc2ccccc2)C(C)(C)C)c[nH]1 | 23µM* | 46 | 6.5µM* | -29% | ? | 23µM* | -6% | -7% | ?
CC(C)CCNC(=O)C1CCN(S(=O)(=O)c2ccc3nc4c(c(C(=O)O)c3c2)CCCCC4)CC1 | -1% | 3 | -6% | 8% | 4% | 8% | ? | 2% | 14%
CCN1CCN(S(=O)(=O)c2c(C)cc(C)cc2C)CC1 | 1% | 7 | -5% | -35% | 8% | 3% | -2% | 6% | -2%
O=S(=O)(NCCc1ccccc1)c1ccc(S(=O)(=O)N2CCCCC2)cc1 | -2% | 18 | 3% | 1% | 6% | 5% | -10% | 1% | 6%
CCOC(=O)c1cn(CC(=O)Nc2cccc(Cl)c2C)nn1 | -2% | 16 | 12% | -1% | 4% | 8% | -9% | -3% | 21%
CCCn1c(SCC(=O)c2ccc3c(c2)OCCO3)nnc1-c1ccco1 | -8% | -11 | -14%[9.22 µM] | -3% | -1% | -2% | -13% | -10% | 0%
CCN(CC)S(=O)(=O)c1ccc(Cl)c(NC(=O)COc2ccc3c(C)cc(=O)oc3c2)c1 | ? | -2 | 0% | 0% | 9% | 9% | -22% | 2% | 0%
Cc1cccc(C)c1OC(=O)C(c1ccccc1)c1ccccc1 | ? | -15 | ? | -11% | -19% | -11% | -15% | 0% | ?
COc1ccc(N2CCN(C(=O)Cn3nnc(-c4ccc(N(C)C)cc4)n3)CC2)cc1 | -6% | -9 | -20% | -17%[11.3 µM] | 8% | 17% | 9% | -22% | 16%
O=C(CCN1C(=O)/C(=C/c2ccccc2F)SC1=S)NCCCn1ccnc1 | 21µM* | -17 | -6% | . | 1% | 0% | 2% | -2% | 8%
CCOc1ccc(CNc2ccc(N3CCCC3)cc2)cc1 | 14% | 4 | ? | 11% | 3% | -29% | -8% | -1% | 6%
Nc1c(-c2ccccc2)c(CN2CCOCC2)nn1-c1cccc([N+](=O)[O-])c1 | -25% | -6 | -36%[1.84 µM] | -1% | 1% | 10% | -7% | -2%[57.1 µM] | 3%
COC(=O)C1=C(N)OC2=C(C(=O)CC(C)(C)C2)C1c1cccs1 (stereo unspecified) | 11% | 16 | -3% | -7% | -3% | -3% | 1% | 0% | 6%
COc1ccc(C(CNC(=O)c2ccc(OCc3cscn3)cc2)N2CCCC2)cc1 (stereo unspecified) | . | -25 | . | . | -5% | -1% | -28% | 0% | 4%
Nc1ccc(N=Nc2ccccc2Cl)c(N)n1 | 2% | ? | -6% | . | -3% | 0% | ? | 8% | -5%
O=C1OCC2=C1C(c1ccc3c(c1)OCO3)c1cc3c(cc1O2)OCO3 (stereo unspecified) | 8.2µM* | 6 | 4.6µM* | ? | 3.3µM* | 6.5µM* | 1.5µM* | 5% | 3.3µM*
O=c1[nH]c(=O)c2nnc(N/N=C\c3ccc(O)cc3)nc2[nH]1 | 0% | 0 | -49%[inhibitor] | -2% | 11% | 10% | 7% | -32% | 0%
O=C(COc1ccc(Cl)cc1Br)NC(=O)NC1CCCC1 | 14% | 3 | -2% | 80%[activator] | 2% | -1% | -4% | -27% | 0%
COc1ccc(C(C)=O)cc1COc1ccc(Cl)cc1Cl | -1% | . | -12% | -19% | 2% | -5% | ? | 5% | -23%
CCOC(=O)c1c(C)[nH]c(C(=O)OCC(=O)NCc2ccco2)c1C | . | -14 | . | . | -4% | -1% | ? | 14% | -2%
O=C(c1ccc(=O)[nH]c1)N1CCN(S(=O)(=O)c2ccc(Cl)cc2)CC1 | -5% | 17 | ? | 9% | 1% | -1% | 4% | -4% | -1%
